# Screens (PubChem)
# Rac1 GTP hydrolysis: MgcRacGAP GTPase-activating activity inhibitors, confirmation, biochemical, ADP Hunter fluorescence; actives 0.6% (n = 340,000); inhibition, % at 30 µM, or IC50 in µM where a hit was titrated; MgcRacGAP-stimulated Rac1 GTP hydrolysis, ADP Hunter fluorescence; higher % means a stronger effect; GST-tagged Rac1 F28L mutant substrate;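 active = first-screen hits whose inhibition reached a set limit at any dose in the follow-up dose series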;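 note: fluorescence reports GDP produced by GAP-driven GTP hydrolysis; strong numbers were not always called active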
# NTR1 agonist: NTR1-driven beta-arrestin-GFP spot formation – imaging, U2OS cells, high content, primary screen (AID 493036). P30989. agonist mode. activation, % at 20 µM. actives 0.17% (n = 330,000);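 active = activation at or above 40% of the spot to cytoplasm intensity ratio, with at least 20 cells analyzed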;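 note: 0% = DMSO without peptide and 100% = 100 nM NTR1 peptide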
# Target sequence (P30989 whole entry, looked up): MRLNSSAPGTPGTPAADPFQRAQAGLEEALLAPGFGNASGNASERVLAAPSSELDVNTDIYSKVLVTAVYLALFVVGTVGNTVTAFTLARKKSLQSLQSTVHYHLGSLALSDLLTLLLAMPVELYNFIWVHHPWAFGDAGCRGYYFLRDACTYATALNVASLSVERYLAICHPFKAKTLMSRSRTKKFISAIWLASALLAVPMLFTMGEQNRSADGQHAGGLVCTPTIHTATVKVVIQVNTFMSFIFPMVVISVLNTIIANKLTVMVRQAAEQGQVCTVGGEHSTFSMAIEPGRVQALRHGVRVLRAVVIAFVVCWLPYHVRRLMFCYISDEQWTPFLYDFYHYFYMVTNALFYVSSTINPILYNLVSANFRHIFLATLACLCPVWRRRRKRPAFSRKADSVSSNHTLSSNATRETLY
# K1F lysis inhibition: inhibition of K1F phage lysis, E. coli UTI89, bacterial capsule biogenesis inhibitors, alamar blue (AID 488966); E. coli UTI89 K1F phage lysis, alamar blue, 2 h; higher % means a stronger effect; one-dose inhibition, % at 100 µM; IC50 in µM for titrated hits; actives 0.02% (n = 340,000);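 active = phage lysis inhibition, versus mean bacterial control, above a set limit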;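 note: capsule biogenesis inhibitors block K1F phage lysis so surviving cells raise fluorescence; higher fluorescence means more inhibition of phage lysis; actives were called in the ten point dose series up to 300 µM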
# NTR1 agonist cell count 20 µM: second read-out of NTR1 agonist, no call of its own (marks repeat the call); cell count; measured here: cell count, cytotoxicity flag
# Active calls of the source: *; [ ] = remark or other dose. This is a subset; rates above refer to the full screens.
mol | Rac1 GTP hydrolysis | NTR1 agonist | NTR1 agonist cell count 20 µM | K1F lysis inhibition
CC(C)N(C(=O)[C@H]1C[C@H](CC(=O)NCC23CC4CC(CC(C4)C2)C3)C(=O)N2CCc3c([nH]c4cc(-c5ccco5)ccc34)[C@]12C)C(C)C | 8% | 5.1 | 59 | 0.1%
Cc1noc(C)c1C(=O)Nc1nc(-c2cc(F)ccc2F)cs1 | 5% | 1.7 | 55 | -0.7%
CCn1cc(C(=O)Nc2ccc(Cl)cc2Cl)cn1 | -6% | 0.6 | 42 | 0.0%
O=C(c1ccc(C(F)(F)F)cc1)N1CCC(=O)N(C(CO)Cc2ccccc2)CC1 (stereo not given) | -5% | 2.1 | 65 | 0.6%
CCN(CC)CCn1c2c(c(SCC(=O)NCc3ccccc3)nc1=O)CCCC2 | 5% | -0.7 | 57 | 1.4%[50 µM]
CCOC(=O)C(C)N(c1ccccc1Cl)S(C)(=O)=O (stereo not given) | 8% | -2.4 | 85 | 0.9%
O=C(NCCNCCO)C1(C(F)(F)F)C/C(=C\Cc2ccccc2)CCCO1 (stereo not given) | 5% | 0.2 | 101 | 1.2%
CCc1nc2ccc(C(=O)N(C)CC(=O)Nc3cccc(F)c3)cc2nc1CC | 3% | 2.1 | 50 | 1.0%[50 µM]
COc1cc(C(=O)OCCCc2cc3ccccc3c(=O)o2)cc(OC)c1OC | 3% | -1.5 | 63 | 0.1%
CC1(C(=O)OCC(=O)Nc2ncc(Cl)cc2Cl)CC1(Cl)Cl (stereo not given) | 5% | -1.0 | 55 | 0.9%[50 µM]
COc1ccc(C(=O)/C=C/c2ccc(O)cc2)c2c1CC(O)C(C)(C)O2 (stereo not given) | 57µM* | 5.2 | 44 | 6.2%
C[C@H]1CN([C@@H](C)CO)C(=O)c2cccc(NC(=O)c3nc4ccccc4s3)c2O[C@H]1CN(C)C(=O)Nc1ccc(F)cc1 | 10% | 4.1 | 56 | 0.1%
O=C(NNC(=O)C1CCN(C(=O)Nc2ccccc2)CC1)c1ccc(F)cc1 | 4% | -0.3 | 66 | -0.1%[50 µM]
O=C(Nc1ccccc1Cl)c1c(F)c(F)c(F)c(F)c1F | 6% | 3.8 | 78 | -0.1%
Cc1cccc(-n2c(C)nc3ccsc3c2=O)c1 | 14% | -0.2 | 59 | 0.6%

# The closing two records of the part before are carried over, then new ones follow:
mol | Rac1 GTP hydrolysis | NTR1 agonist | NTR1 agonist cell count 20 µM | K1F lysis inhibition
O=C(Nc1ccccc1Cl)c1c(F)c(F)c(F)c(F)c1F | 6% | 3.8 | 78 | -0.1%
Cc1cccc(-n2c(C)nc3ccsc3c2=O)c1 | 14% | -0.2 | 59 | 0.6%
COc1cc(OC)cc(-c2cc3cc(F)ccc3cn2)c1 | 7% | -0.3 | 48 | 0.1%
CCOc1cc(C(=O)N(C)CC(=O)Nc2cccc(F)c2)ccc1OCC(=O)N1CCOCC1 | 5% | 0.5 | 66 | -1.1%
O=C(Nc1ccccn1)c1ccc(Cl)c(S(=O)(=O)N2CCc3ccccc32)c1 | 8% | -2.1 | 36 | -0.7%[50 µM]
Cc1cccc(Cn2nnc3ccccc32)c1O | 8% | -0.9 | 64 | 0.9%
Cc1cccc(/C=N/NC(=O)CC(=O)NCCc2ccccc2)c1 | 6% | 1.3 | 54 | 0.3%
C=CC(=O)N(CCC)C(c1ccccc1)c1ccccc1OC (stereo not given) | 0% | 1.7 | 78 | 1.2%
CC(=O)Nc1ccc(NC(=O)C2CCN(S(=O)(=O)c3ccc4c(c3)OCCO4)CC2)cc1 | 4% | -1.3 | 55 | 0.0%[50 µM]
CC12CCC(=O)N1C(C(=O)Nc1ccccc1F)CS2 (stereo not given) | 8% | 1.8 | 49 | 1.0%[50 µM]
Cc1csc(=O)n1CC(=O)OCC(=O)Nc1cc([N+](=O)[O-])ccc1Cl | 15% | 0.1 | 50 | 0.8%[50 µM]
Cc1ccc(OCC(=O)Oc2ccccc2[N+](=O)[O-])cc1 | -6% | 1.7 | 47 | -0.6%
O=C(/C=C/c1cccc(F)c1)NNC(=O)c1ccncc1 | 6% | 1.1 | 64 | 1.3%[50 µM]
CN(Cc1ccc(Cl)s1)C(=O)CN1C(=O)N(C)C2(CCCCC2)C1=O | 3% | 0.2 | 42 | 1.0%[50 µM]
CCOc1ccc(S(=O)(=O)N2CCN(C(=O)CN3C(=O)NC4(CCCC4)C3=O)CC2)cc1 | -2% | -0.3 | 70 | 0.2%[50 µM]
Cc1ccc(C(C)C)c(O)c1 | 1% | -0.2 | 97 | -0.8%
COc1cc(OC)c2c(-c3cccc(-c4ccc(N(C)C)cc4)c3)cc(=O)oc2c1 | 10% | 2.3 | 63 | 0.5%
COc1ccccc1OCCNC(=O)CN1C(=O)NC2(CCCC2)C1=O | 7% | 0.9 | 64 | 0.6%[50 µM]
COC(=O)CCCNC(=O)c1ccc(S(=O)(=O)NCc2ccco2)cc1 | 3% | -0.4 | 43 | 0.9%[50 µM]
O=C(CSc1nc2ccccc2c(=O)n1-c1ccccc1Cl)NCC1CCCO1 (stereo not given) | 2% | 3.5 | 45 | 0.8%[50 µM]
Cc1ccc(C)c(OCCC(=O)N2CCN(S(=O)(=O)c3ccc([N+](=O)[O-])cc3)CC2)c1 | 1% | -0.7 | 60 | 0.0%[50 µM]
CN(Cc1ccc(F)cc1)C(=O)c1cccc(S(=O)(=O)N2CCN(c3ccc(F)cc3)CC2)c1 | 10% | 0.9 | 71 | 0.2%[50 µM]
O=C(CCNS(=O)(=O)c1ccccc1)NNC(=O)COc1ccc(Cl)cc1 | 3% | -0.7 | 47 | 0.5%[50 µM]
CCC1(c2ccccc2)NC(=O)N(CC(=O)NCC2COc3ccccc3O2)C1=O (stereo not given) | -1% | -0.9 | 53 | 1.7%[50 µM]
CCOc1ccc(C(c2c(NC(=O)c3ccco3)sc(C)c2C)N2CCOCC2)cc1 (stereo not given) | -2% | 2.9 | 63 | -0.2%[50 µM]
O=S(=O)(c1cccs1)N1CCN(CCOc2ccccc2)CC1 | 8% | 3.9 | 46 | 1.0%[50 µM]
Cc1ccc(C(=O)NC(C)c2ccc(-n3ccnc3)cc2)cc1S(=O)(=O)N1CCOCC1 (stereo not given) | 9% | 1.3 | 58 | 1.2%[50 µM]
O=C1CCCN1C(=O)CSc1nnnn1-c1ccccc1 | 4% | 1.4 | 53 | 0.1%
CC(C)(C)OC(=O)N[C@@H](C(=O)OC(C)(C)C)c1ccc(C(F)(F)F)cc1 | 3% | 0.0 | 44 | 1.5%
CC(C)N(C(=O)[C@H]1C[C@H](CC(=O)NCCN2CCOCC2)C(=O)N2CCc3c([nH]c4cc(-c5ccco5)ccc34)[C@]12C)C(C)C | 12% | 0.9 | 56 | -0.2%
COC(=O)[C@]1(C)N[C@H](CN(C)C(=O)Nc2ccc(OC)cc2)[C@@H]2C(=O)N(C)C(=O)[C@@H]21 | 1% | -1.6 | 63 | 0.4%
N#Cc1ccc(OCC(=O)Nc2nc(-c3cccnc3)cs2)cc1 | 5% | 0.3 | 66 | 1.3%[50 µM]

# More records:
SMILES	Rac1 GTP hydrolysis	NTR1 agonist	NTR1 agonist cell count 20 µM	K1F lysis inhibition
CC(C)C(NC(=O)c1ccc(F)cc1)C(=O)N1CCN(c2ccccn2)CC1 (stereo not given)	1%	-0.8	55	0.5%[50 µM]
O=C(Nc1ccccc1N1CCCC1)c1ccc(N2CCCC2=O)cc1	0%	-1.7	41	-0.5%[50 µM]
COc1cccc(C(=O)NCCS(=O)(=O)NCc2ccc(Cl)cc2)c1	-2%	0.8	47	0.3%[50 µM]
CC(C)(C)C(=O)Nc1ccc(S(=O)(=O)NC2=NCCCCC2)cc1	-5%	-0.8	60	0.5%[50 µM]
COc1ccc(C(CNC(=O)COc2c(C)cc(C)cc2C)N2CCOCC2)cc1 (stereo not given)	4%	-2.7	64	0.4%[50 µM]
C=CCN1C=C2C(=O)C(C)(OC(=O)c3cnc4ccccc4n3)C(=O)C=C2C=C1/C=C/COC (stereo not given)	17%	-4.0	91	0.9%
CCCCCN(CCCCC)C(=O)C(CCC(=O)O)NC(=O)c1ccc(Cl)c(Cl)c1 (stereo not given)	5%	-0.5	60	-0.5%
CCc1ccccc1NC(=O)CNC(=O)c1ccccc1OCc1c(C)noc1C	9%	-1.7	70	1.4%[50 µM]
Cc1ccc(NC(=O)COc2ccc(Cl)cc2Cl)cc1S(=O)(=O)N1CCOCC1	5%	3.1	44	0.8%[50 µM]
O=C(COC(=O)/C=C/c1cccc(C(F)(F)F)c1)NCc1ccco1	0%	0.1	77	1.5%[50 µM]
Cc1ccc(N2C(=O)N(CC(=O)Nc3cccc([N+](=O)[O-])c3C)C(=O)C2C)cc1 (stereo not given)	4%	-0.1	64	1.6%[50 µM]
CC(C)(C)[C@@H]1COC(=O)[C@H](Cc2ccc(F)cc2)C/C=C\C[C@H](CC(=O)N(CCO)Cc2ccccc2)C(=O)N1	7%	4.1	64	2.2%
C=CC[C@H](CC(=O)NCCO)C(=O)N[C@H](COC(=O)[C@@H](CC=C)CC(=O)OC(C)(C)C)Cc1c[nH]c2ccccc12	9%	2.4	57	-0.8%
Cc1ccc(-c2csc3ncnc(N4CCN(C(=O)c5ccco5)CC4)c23)cc1	7%	0.5	69	0.3%[50 µM]
O=C(NNC(=S)NC(=O)c1ccc(F)cc1)c1ccncc1	8%	-0.5	46	-1.7%
COCc1ccc(-c2c(-c3cccc(OC)c3)sc3ccc(OC)cc23)cc1	9%	3.5	55	3.4%

# Record cards, as listed above. Screens in order: Rac1 GTP hydrolysis	NTR1 agonist	NTR1 agonist cell count 20 µM	K1F lysis inhibition
# Record of O=C(NNC(=S)NC(=O)c1ccc(F)cc1)c1ccncc1 : 8%	-0.5	46	-1.7%
# Record of Cc1ccc(NC(=O)COc2ccc(Cl)cc2Cl)cc1S(=O)(=O)N1CCOCC1 : 5%	3.1	44	0.8%[50 µM]
# Record of C=CC[C@H](CC(=O)NCCO)C(=O)N[C@H](COC(=O)[C@@H](CC=C)CC(=O)OC(C)(C)C)Cc1c[nH]c2ccccc12 : 9%	2.4	57	-0.8%

# Continued:
SMILES	Rac1 GTP hydrolysis	NTR1 agonist	NTR1 agonist cell count 20 µM	K1F lysis inhibition
O=[N+]([O-])c1cc(S(=O)(=O)NCCc2ccccn2)ccc1Cl	3%	1.7	80	0.2%[50 µM]
CCOC(=O)C(=O)NCC(c1cccs1)S(=O)(=O)c1ccc(F)cc1 (stereo not given)	3%	-0.8	52	-1.7%
COc1ccc(C(CNC(=O)c2ccc(NS(=O)(=O)c3ccc(F)c(C)c3)cc2)N2CCOCC2)cc1 (stereo not given)	4%	0.1	68	0.5%[50 µM]
C=C1CCN([C@@H](Cc2ccccc2)C(=O)NCc2ccc(Cl)cc2)S(=O)(=O)c2ccccc21	8%	-1.1	94	1.4%
O=C(O)c1cccc(S(=O)(=O)N2CCN(S(=O)(=O)c3ccc4ccccc4c3)CC2)c1	1%	-0.6	63	0.7%[50 µM]
COc1cc(C(=O)OCc2cc(=O)n3ccsc3n2)ccc1OC(C)C	5%	5.1	51	0.7%
CC(C)(C)OC(=O)C[C@H]1C/C=C\C[C@H](CC(=O)NCCO)C(=O)N[C@@H](Cc2ccccc2)COC1=O	2%	0.0	69	0.3%
CC(Oc1ccc(S(=O)(=O)N2CCCC2)cc1[N+](=O)[O-])C(=O)NC(C)c1ccccc1 (stereo not given)	2%	1.2	58	1.0%[50 µM]
COc1ccccc1CC(=O)Nc1cc(S(=O)(=O)N2CCOCC2)ccc1N1CCOCC1	6%	1.6	60	0.5%[50 µM]
CCOc1ccc2oc(C(=O)OCC(=O)NCc3ccc(OC)cc3)c(C)c2c1	4%	-1.2	48	1.1%[50 µM]
NS(=O)(=O)c1ccc(N2CCOCC2)c(C(=O)NCc2ccc3c(c2)OCO3)c1	8%	-0.5	54	0.1%[50 µM]
NC(=O)c1ccc(-c2nnn(CC(=O)N(C3CCCC3)C3CCS(=O)(=O)C3)n2)cc1 (stereo not given)	2%	0.8	63	0.2%[50 µM]
CC(C)N(Cc1nnc(-c2ccc(Cl)cc2)o1)C(=O)c1cc2ccccc2o1	10%	1.4	52	-0.2%[50 µM]
CCS(=O)c1ccccc1C(=O)OCC(=O)Nc1ccc2ccccc2c1 (stereo not given)	6%	2.5	47	0.7%[50 µM]
O=C(COC(=O)c1ccc(S(=O)(=O)NCc2ccco2)cc1)NCc1ccc(F)cc1	2%	-1.9	55	0.7%[50 µM]
COCCn1ccc2c(OCC(=O)Nc3cc(OC)ccc3OC)cccc2c1=O	6%	4.4	55	1.6%[50 µM]
CCCOc1ccc(C(F)(F)F)cc1NC(=O)c1cc(C)on1	1%	1.3	43	0.3%[50 µM]
COc1ccc(-c2csc(NC(C)c3nc4cc(C(F)(F)F)ccc4n3CCOCCO)n2)cc1 (stereo not given)	1%	2.1	59	-0.2%
O=C(N[C@H]1C/C=C\C[C@@H](CC(=O)N(CCO)Cc2ccccc2)C(=O)N2CCC[C@H]2COC1=O)OCC1c2ccccc2-c2ccccc21	5%	4.5	56	0.3%
COc1ccc(NC(=O)/C=C/c2ccc(S(=O)(=O)N3CCOCC3)cc2)cc1	3%	0.0	61	0.4%[50 µM]
COc1ccccc1N1CC(C(=O)NCCC2=CCCCC2)CC1=O (stereo not given)	7%	-1.4	41	0.3%[50 µM]
